Bioassay records (PubChem)
GRK2 aptamer HTS – inhibitors of human GRK2 displacing RNA aptamer | actives 0.59% (n = 330,000) | bead flow cytometry, FAM-aptamer displacement from GRK2 | inhibition of aptamer binding, % at 10 µM | P25098 | AID 488847;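 active = inhibition of aptamer binding above 40%, roughly 3 SD of noise, on plates passing a quality check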;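 also: median bead fluorescence of bound FAM aptamer so fluorescent compounds give negative values; no value below 0 was filed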
PP1 inh – PP1-alpha (human) inhibition in PP5 counter-screen | AID 2235 | inhibition, % at 6.7 µM | purified PP1alpha, OMFP fluorescence | P62136 | actives 0.9% (n = 320,000);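 active = inhibition above the mean inhibition of all tested compounds plus 3 SD, computed separately for each screening campaign, cut at about 15% in these data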
Target sequence (P62136 whole entry, looked up): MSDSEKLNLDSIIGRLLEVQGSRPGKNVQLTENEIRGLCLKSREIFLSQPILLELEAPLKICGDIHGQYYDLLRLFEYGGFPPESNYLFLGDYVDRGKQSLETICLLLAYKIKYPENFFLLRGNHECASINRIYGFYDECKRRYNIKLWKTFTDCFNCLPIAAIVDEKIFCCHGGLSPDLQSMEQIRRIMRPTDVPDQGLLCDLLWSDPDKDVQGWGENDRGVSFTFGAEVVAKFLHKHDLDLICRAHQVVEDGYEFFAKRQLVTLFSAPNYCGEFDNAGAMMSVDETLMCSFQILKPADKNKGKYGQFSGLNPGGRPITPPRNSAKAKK
GASC-1 inh – blocks human GASC-1 demethylase activity; Q9H3R0; GST-JMJD2C(1-420) H3K9me3 demethylation, DELFIA europium; inhibition, % at 2.35 µM; actives 0.069% (n = 330,000);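 active = more than half of a compound's replicate wells show inhibition beyond 50%, single wells judged on their own value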;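 also: signal counts dimethyl H3K9 product captured on neutravidin plate; 0% = median of DMSO wells and 100% = 0.3 times that DMSO median; strong numbers were not always called active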
proCasp7 act – activates human procaspase-7, counter-screen for procaspase-3 activators; activation, % at 8.5 µM; P55210; actives 0.093% (n = 330,000); recombinant procaspase-7, Ac-DEVD-pNA absorbance 405 nm; D23A/D198A/D206A triple mutant, cannot self-cleave; scale: DMSO 0, 5 µM enzyme 100; AID 463210;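 active = percent activation above the screen-wide mean plus 3 SD, cut at about 25% in these data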
Target sequence (P55210 whole entry D23A/D198A/D206A): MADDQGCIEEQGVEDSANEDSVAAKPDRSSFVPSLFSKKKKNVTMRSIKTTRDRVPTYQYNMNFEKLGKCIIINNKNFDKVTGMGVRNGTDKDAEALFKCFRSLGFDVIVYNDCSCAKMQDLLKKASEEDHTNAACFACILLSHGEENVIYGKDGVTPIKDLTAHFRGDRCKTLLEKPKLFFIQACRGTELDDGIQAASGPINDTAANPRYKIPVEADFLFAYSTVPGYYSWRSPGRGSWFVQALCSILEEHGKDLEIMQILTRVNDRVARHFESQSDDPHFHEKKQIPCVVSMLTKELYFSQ
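Replicates: singlicate. Assay system: Procaspase-7 triple mutant (PC-7 D3A). Signal: 405 nm absorbance of p-nitroaniline. Times: 1 h preincubation, 2 h reaction. Buffer or medium: Zinc-free HEPES pH 7.4 with 300 mM NaCl, 0.01% Triton X-100. Also added: DEVD-pNA substrate. Benchmarks: DMSO wells as 0%, DMSO with 5 µM added PC-7 as 100%.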
procasp3 activ – activates human procaspase-3; P42574; AID 463141; recombinant procaspase-3 D3A, Ac-DEVD-pNA absorbance 405 nm; activation, % at 8.5 µM; actives 0.11% (n = 330,000);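 active = activation above the mean of all tested compounds plus 3 SD, cut at about 21% in these data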;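 also: 0% = DMSO alone and 100% = DMSO wells spiked with extra 5 µM PC-3 D3A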
Target sequence (P42574 whole entry D9A/D28A/D175A): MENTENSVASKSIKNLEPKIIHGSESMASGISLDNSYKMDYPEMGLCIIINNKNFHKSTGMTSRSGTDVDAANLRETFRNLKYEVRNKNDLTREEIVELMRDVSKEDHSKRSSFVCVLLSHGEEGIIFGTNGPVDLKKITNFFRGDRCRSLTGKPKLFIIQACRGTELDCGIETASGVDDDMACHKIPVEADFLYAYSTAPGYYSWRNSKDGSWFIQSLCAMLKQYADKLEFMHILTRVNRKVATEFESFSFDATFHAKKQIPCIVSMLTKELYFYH
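Test system: Procaspase-3 D3A mutant, all three cleavage aspartates alanine | Dosing: Single dose, 8.5 µM nominal compound, 0.8% DMSO | Schedule: 1 h preincubation, 2 h reaction | Technique: 405 nm absorbance of p-nitroaniline, reads at 0 and 120 min | Repeats: One well per compound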
HCV core dimer – HCV core protein dimerization inhibition | AID 1899 | TR-FRET GST/Flag-core106 dimerization, 1536-well | inhibition, % at 5 µM | actives 0.33% (n = 300,000);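 active = inhibition above the mean of all tested compounds plus 3 SD, set per screening campaign, cut at about 45% in these data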
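Test system: GST/Flag-tagged HCV core106 proteins; Medium: KF-containing HEPES buffer, pH 7.45, DTT, CHAPS, BSA; Times: compound-protein-antibody incubation 4 h at 22.5 °C; Detection: TR-FRET 671 and 617 nm emission; Benchmarks: wells lacking GST-core106 and wells with excess unlabelled core106.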
CTSL1 counter – cathepsin L1 inhibition, PFM18AAP counter-screen. recombinant F. hepatica cathepsin L1, Z-Leu-Arg-MCA fluorescence. inhibition, % at 5.96 µM. actives 0.49% (n = 300,000);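 active = inhibition above the mean of all tested compounds plus 3 SD, set per screening campaign, cut at about 17% in these data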;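 also: 0% = plate median of test compound wells and 100% = 1 µM Z-Phe-Ala-diazomethylketone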
PP5 primary – inhibitors of human protein phosphatase 5 (PP5); P53041; purified PP5c, OMFP substrate fluorescence; inhibition, % at 6.7 µM; actives 0.18% (n = 320,000); AID 1987;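 active = inhibition above the campaign's mean inhibition across all tested compounds plus 3 SD, cut at about 9.5% in these data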;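 also: 0% = DMSO only and 100% = 100 µM cantharidin control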
VLA-4 inh – inhibition in a human VLA-4 binding assay. VLA-4 expressing cells, ligand binding flow cytometry. inhibition, % (about 7 µM as worked out from the volumes in the protocol). actives 0.2% (n = 330,000); in the data active = inhibition above about 50%
* marks the source's active call; other numbers are inactive results; i = inactive; . = not tested or not shown; & = joins results of further samples.

item	Structure	GRK2 aptamer HTS	PP1 inh	GASC-1 inh	proCasp7 act	procasp3 activ	HCV core dimer	CTSL1 counter	PP5 primary	VLA-4 inh
1	CN(CCNC(=O)c1cn(C)c2ccc(S(=O)(=O)N(C)C)cc2c1=O)CCc1ccccc1	1	-8	-23&-11	7	-2	-4	-4	1.2	-10
2	CCn1c(CNC(=O)Cc2ccc(OC)cc2)n[nH]c1=S	0	2	2	-10	1	3	0	-0.2	-1
3	C/C(=N\Nc1ncnc2sc(C)c(C)c12)c1ccccn1	0	6	9	-4	-25	-16	1	2.9	i
4	COc1ccccc1NC(=S)NCCSc1ccc(C)cc1	1	0	1	-2	-3	-4	-2	-2.6	8
5	COc1ccc(NC(=O)CSc2nc3ccccc3c(=O)n2-c2ccc3c(c2)OCO3)c(OC)c1	0	-2	-6	0	-3	11	1	3.8	0
6	COC(=O)c1ccc(NS(=O)(=O)c2c(C)[nH]c(C)c2C(=O)N2CCCC2)cc1	0	2	0	-3	8	2	-3	3.3	10
7	Cc1ccc(OCC(=O)N/N=C\c2c(C)[nH]n(-c3ccccc3)c2=O)c([N+](=O)[O-])c1	1	5	10	-8	11	-3	3	1.3	10
8	CC1Cc2cc(S(=O)(=O)N3CCC(C(=O)N(C)Cc4ccco4)CC3)ccc2N1C(=O)C1CCC1 (centres undefined)	3	-2	-15	-5	3	13	0	0.7	21
9	Cc1ccc(C(CC(N)=O)c2ccco2)cc1 (centres undefined)	1	-12	-7	-3	-4	-4	-5	2.8	-6
10	COC(=O)c1cc(Cl)c(NC(=O)c2ccc(C(C)(C)C)cc2)cc1OC	1	-1	-13	5	-6	3	1	3.8	0
11	CCOC(=O)c1oc2cc(O)ccc2c(=O)c1-c1csc(C)n1	4	-3	-4	1	-5	-1	1	-0.1	11
12	C=CCN1C2CCCC1CC(NC(=S)Nc1ccc(Cl)cc1)C2 (centres undefined)	5	1	-9	3	-5	-2	-8	1.1	11
13	COc1ccc(OC)c(N=C(N)N=C(N)N)c1	0	0	-5	5	2	1	-5	0.7	2
14	O=C(Cc1cccs1)N/N=C/C=C\c1ccco1	4	-1	7	-16	-10	5	6	1.1	0
15	O=C(NCC(Cl)c1ccc2ccccc2c1)c1c(F)cccc1F (centres undefined)	0	-3	-13	-10	6	5	1	3.0	4
16	O=C(Cn1ccnc1)c1ccc(O)c(O)c1	3	-1	1	0	-1	.	.	0.8	-10
17	O=C(NCc1ccccc1)N1CCC(Cc2ccccc2)CC1	0	2	3	0	4	9	0	0.6	24
18	Cc1ccccc1NCc1ccc([N+](=O)[O-])s1	1	-2	4	5	-1	0	-3	2.7	0
19	CCN(CCCNC(=O)C1CCN(S(=O)(=O)c2cnc[nH]2)CC1)c1cccc(C)c1	0	1	14	3	-3	-7	-1	-0.2	-3
20	CC(C)c1ccc(/C=C(\c2nc3ccccc3[nH]2)S(=O)(=O)c2ccccc2)cc1	14	4	-4	-1	2	12	0	2.9	-9
21	CCN(CC)CCNC(=O)C1(O)c2cc(Br)ccc2NC(=O)N1c1ccc(Cl)cc1 (centres undefined)	6	-1	7	-1	-9	8	1	1.5	-3
22	CC(C)=C1C2CCC1C1C(=O)N(c3nccs3)C(=O)C21 (centres undefined)	1	1	-3	2	5	2	-4	3.6	11
23	O=C1OCCC1Sc1nnc(-c2cccnc2)n1-c1ccccc1F (centres undefined)	2	-2	-10	2	-5	-3	-1	-0.7	3
24	CCC(C)(C(=O)NC1CCCCC1)N(CC1CCCO1)C(=O)Cc1cccs1 (centres undefined)	2	-3	-19	-4	2	-3	1	-0.4	-3
25	COc1ccc2[nH]c(C(O)(Cc3cccnc3)Cc3cccnc3)cc2c1	1	-2	-2	2	0	5	0	-2.4	0
26	Cc1ccc(S(=O)(=O)N2CCN(c3ncccn3)CC2)c(C)c1	6	-2	14	-6	0	1	-1	3.2	11
27	O=C(N/N=C/C=C\c1ccccc1[N+](=O)[O-])c1ccccn1	5	0	-9	-5	3	6	6	-0.7	12
28	O=C(NCC(=O)N1CC(O)CC1C(=O)N1CC(O)CC1C(=O)OCc1ccccc1)OCc1ccccc1 (centres undefined)	0	-4	12	3	-1	-1	2	1.1	-14
29	CCOc1ccc(NC(=S)Nc2ccc(OC)cc2)cc1	0	-1	-6	-5	-2	4	1	-0.9	2
30	Cc1ccc2nc(/C=C/c3cccc(F)c3)ccc2c1	0	-3	-6	-8	-2	-6	0	1.2	9
31	COc1ccc(/C=N/NC(=O)c2ccc(Br)cc2)cc1Cn1cc(Cl)cn1	0	6	23	1	-7	12	1	-0.5	-4
32	CCc1ccc(S(=O)(=O)Nc2ccc(-c3nc4cccnc4s3)cc2)s1	4	5	-3	20	17	2	1	6.5	-5

11 consecutive entries from above, quoted:
item	Structure	GRK2 aptamer HTS	PP1 inh	GASC-1 inh	proCasp7 act	procasp3 activ	HCV core dimer	CTSL1 counter	PP5 primary	VLA-4 inh
22	CC(C)=C1C2CCC1C1C(=O)N(c3nccs3)C(=O)C21 (centres undefined)	1	1	-3	2	5	2	-4	3.6	11
23	O=C1OCCC1Sc1nnc(-c2cccnc2)n1-c1ccccc1F (centres undefined)	2	-2	-10	2	-5	-3	-1	-0.7	3
24	CCC(C)(C(=O)NC1CCCCC1)N(CC1CCCO1)C(=O)Cc1cccs1 (centres undefined)	2	-3	-19	-4	2	-3	1	-0.4	-3
25	COc1ccc2[nH]c(C(O)(Cc3cccnc3)Cc3cccnc3)cc2c1	1	-2	-2	2	0	5	0	-2.4	0
26	Cc1ccc(S(=O)(=O)N2CCN(c3ncccn3)CC2)c(C)c1	6	-2	14	-6	0	1	-1	3.2	11
27	O=C(N/N=C/C=C\c1ccccc1[N+](=O)[O-])c1ccccn1	5	0	-9	-5	3	6	6	-0.7	12
28	O=C(NCC(=O)N1CC(O)CC1C(=O)N1CC(O)CC1C(=O)OCc1ccccc1)OCc1ccccc1 (centres undefined)	0	-4	12	3	-1	-1	2	1.1	-14
29	CCOc1ccc(NC(=S)Nc2ccc(OC)cc2)cc1	0	-1	-6	-5	-2	4	1	-0.9	2
30	Cc1ccc2nc(/C=C/c3cccc(F)c3)ccc2c1	0	-3	-6	-8	-2	-6	0	1.2	9
31	COc1ccc(/C=N/NC(=O)c2ccc(Br)cc2)cc1Cn1cc(Cl)cn1	0	6	23	1	-7	12	1	-0.5	-4
32	CCc1ccc(S(=O)(=O)Nc2ccc(-c3nc4cccnc4s3)cc2)s1	4	5	-3	20	17	2	1	6.5	-5

The results go on.
item	Structure	GRK2 aptamer HTS	PP1 inh	GASC-1 inh	proCasp7 act	procasp3 activ	HCV core dimer	CTSL1 counter	PP5 primary	VLA-4 inh
33	Cc1cc(C)cc(NC(=O)CSc2nnc(-c3cc(C)[nH]n3)n2N)c1	3	-3	-25	2	-5	-2	1	2.2	6
34	C=C(C)C1CC=C(C)/C(=N/NC(=O)c2ccoc2C)C1 (centres undefined)	1	-2	9	3	5	-8	-4	1.2	-8
35	COc1ccc(OC)c2sc(Cl)nc12	2	0	5	5	-1	3	0	1.4	16
36	Cc1ccccc1NC(=O)C(=O)NCCc1c[nH]c2ccccc12	3	-1	-6	-3	5	12	0	-2.4	9
37	N#CC(c1ccccc1)N(CCCCl)C(=O)c1ccccc1 (centres undefined)	5	0	4	-7	8	-2	-5	0.2	-9
38	CCSc1nnc(Cc2cc(=O)[nH]c(=O)[nH]2)n1-c1cc(C)ccc1C	3	-2	-4	10	-1	3	-1	-0.6	0
39	COc1ccc(CNC(=O)c2ccc(N3CCC4(CC3)CC(c3ccc(Cl)cc3)=NO4)c(NC(=O)Cc3ccc(F)cc3)c2)cc1	0	.	0	14	5	.	.	.	-24
40	Cc1cc2ccccn2c1C(=O)c1nc(N2CCOCC2)ncc1Cl	0	3	-1	-10	-1	-2	-3	4.7	0
41	COc1cc(S(=O)(=O)NC2CCCC2)ccc1F	4	-1	-3	3	-5	0	1	-1.8	16
42	O=C(CCNC(=O)c1ccc([N+](=O)[O-])cc1)Oc1ccc(F)c(F)c1	0	.	1	-5	1	.	.	.	-4
43	COc1ccc(C)cc1NC(=O)c1ccc2c(O)c(S(=O)(=O)c3ccccc3)c(=O)[nH]c2c1	2	-4	1	5	6	10	-2	0.7	4
44	O=C1CNC(=S)N1Cc1ccc(F)cc1	0	-1	2	5	2	-7	1	-2.1	13
45	CN(C)Cc1cc(C(C)(C)C)cc(C(C)(C)C)c1O	1	-4	-8	10	6	-2	2	0.4	10
46	NC(=O)C(c1ccccc1)C1CCCCC1 (centres undefined)	0	3	-9	4	-7	-6	2	-1.6	-8
47	CSc1ccc(CN(C)CC(=O)Nc2cccc(Br)c2)cc1	0	1	-4	-1	-5	11	-1	2.7	12
48	COc1ccccc1NC(=O)NNC(=O)c1cc2ccccc2cc1O	4	1	6	-1	0	2	2	0.3	14
49	CNC(=O)Oc1ccc2c(c1)[C@]1(C)CCN(C)[C@@H]1N2C	0&0	-3&-1	-1&-16	0&-10	6&-6	8&4	-5&-1	3.5&0.2	10&15
50	COc1cc2ncnc(N[C@H](C)c3ccccc3)c2cc1OC	0	-2	-14	11	-1	1	0	0.6	0
51	CN(CCc1ccccn1)c1ccc([N+](=O)[O-])cn1	0	-2	0	-9	-9	-3	0	3.1	14
52	CCc1nnc(NC(=O)CC(C)c2ccccc2)s1 (centres undefined)	11	0	-33	12	-2	0	2	-0.6	0
53	O=C(N/N=C/c1ccccc1F)C(=O)N1CCCCCC1	0	1	4	6	3	1	-7	-1.3	3
54	Cc1ccc(S(=O)(=O)Nc2cc(NC(=O)CN3CCOCC3)ccc2Cl)cc1	1	-1	19&-4	12	2	-4	11	-0.2	2
55	CCCc1ccc2oc(C(=O)N3CCN(CCC(N)=O)CC3)c(C)c2c1	0	-2	0	2	-2	3	0	1.0	4
56	CCc1nccn1CCC(=O)NC1CCCc2c1cnn2-c1ccc(F)cc1F (centres undefined)	0	-2	6	5	2	7	-1	-0.2	9
57	Cc1cc(C)c(NC(=O)Cn2nnc(C(=O)NCc3cccs3)c2N)c(C)c1	0	1	-2	1	2	11	3	0.0	21
58	CN(CCOc1ccc(-c2ccn(S(=O)(=O)c3cccc4ccccc34)n2)cc1)c1ccccn1	0	4	97	9	11	11	-2	1.0	1
